Source: PubChem BioAssay (National Center for Advancing Translational Sciences (NCATS))
USP2a block = inhibitors of human ubiquitin-specific protease USP2a; USP2 core, Ub-CHOP2 coupled fluorogenic reporter, 485/531; 0.01% of 330,000 active; Potency, µM (titrated, usually from 38.3 µM), inactives show top-dose activity change, negative = inhibition, most hits filed as inhibitors;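 note: potency is the fitted concentration of half-maximal effect; plate controls were DMSO wells for no effect and full inhibition by NEM control for full effect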
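Deubiquitinase activity read as fluorescence (485/531 nm) after Ub-CHOP2 cleavage activates the enterokinase reporter on its substrate; USP2 core 10nM, Ub-CHOP2 and substrate 25nM each, 30min compound preincubation then 60min RT; data normalized to NEM, curves fitted.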
TSG101-PTAP inh = blocks PTAP/TSG101 interaction to inhibit HIV-1 budding; AID 493005; Potency, µM (series often up to 115 µM), for the others: at the highest dose activity change, negative = inhibition, actives largely listed as inhibitors; Fluorescence polarization, FITC-PTAP peptide / Tsg101 binding; 340,000 tested, under 10 active; active = well fitted inhibition curve with a large enough effect in the main read-out, with a control signal flat, not every such curve was filed as active; inconclusive = small, poorly fitted or top-dose-only effect, or effect the other way, or a change in a side signal; inactive = no such curve, though single readings can be large or run the other way; note: potency is the fitted concentration of half-maximal effect; % of control where 0% means no effect
Target sequence (Q99816 whole entry, looked up): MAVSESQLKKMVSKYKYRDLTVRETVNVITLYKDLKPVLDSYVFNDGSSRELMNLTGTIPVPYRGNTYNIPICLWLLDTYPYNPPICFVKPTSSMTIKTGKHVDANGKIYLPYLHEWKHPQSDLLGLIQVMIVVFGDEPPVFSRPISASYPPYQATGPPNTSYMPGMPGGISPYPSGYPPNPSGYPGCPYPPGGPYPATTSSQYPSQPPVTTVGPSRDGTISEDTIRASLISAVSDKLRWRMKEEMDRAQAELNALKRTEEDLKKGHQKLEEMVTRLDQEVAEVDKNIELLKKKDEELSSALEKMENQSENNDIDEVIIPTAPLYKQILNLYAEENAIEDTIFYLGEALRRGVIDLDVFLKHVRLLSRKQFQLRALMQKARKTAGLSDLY
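Fluorescence polarization binding of Tsg101 binding domain (10 uM final) to FITC-labeled PTAP peptide (50 nM final) in HEPES pH 7.5 buffer with NaCl, Tween 20, EDTA, TCEP. Compounds added before peptide; binding 20 min at RT.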
uPA generation = cell surface uPA generation inhibition; cell surface uPA generation assay, qHTS; Potency, µM (top dose mostly 38.3 µM), inactives show at the top dose activity change, negative = inhibition, most hits filed as inhibitors; 0.31% of 330,000 active; AID 540303; active = well fitted inhibition curve with a large enough effect; inconclusive = small, poorly fitted or top-dose-only effect; inactive = no such curve, though single readings can be large or run the other way; tested in mouse RAW 264.7 cells; note: potency is the fitted concentration of half-maximal effect; % is set by controls: 0 for no effect and ±100 for the full control effect; nearly all actives have a fitted effect of over 55% in size
ELG1 genotox = inducers of genotoxicity in HEK293T ELG1-luciferase cells. HEK293T ELG1-luciferase reporter, luminescence, 16 h. Potency, µM (highest dose often 46 µM), for the others: at the highest dose activity change, positive = activation, usual class: activators. 1.3% of 330,000 active; note: potency is the fitted concentration of half-maximal effect; % of control where 0% means no effect; nearly all actives have a fitted effect of over 60% in size
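HEK293T cells expressing luciferase-tagged ELG1 were treated with compound or DMSO for 16 hr at 37°C. Luciferase activity was then read after 30 min with ONE-Glo at room temperature; rising signal flags genetic stress.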
ASM inhibitor = inhibitors of human secretory acid sphingomyelinase; P17405; placental ASM, HMU-PC fluorogenic substrate, 60 min; Potency, µM (series often up to 57.5 µM), without a hit: top-dose activity change, negative = inhibition, most hits filed as inhibitors; 0.006% of 340,000 active; note: potency is the fitted concentration of half-maximal effect
Target sequence (P17405 47-631 limits assumed): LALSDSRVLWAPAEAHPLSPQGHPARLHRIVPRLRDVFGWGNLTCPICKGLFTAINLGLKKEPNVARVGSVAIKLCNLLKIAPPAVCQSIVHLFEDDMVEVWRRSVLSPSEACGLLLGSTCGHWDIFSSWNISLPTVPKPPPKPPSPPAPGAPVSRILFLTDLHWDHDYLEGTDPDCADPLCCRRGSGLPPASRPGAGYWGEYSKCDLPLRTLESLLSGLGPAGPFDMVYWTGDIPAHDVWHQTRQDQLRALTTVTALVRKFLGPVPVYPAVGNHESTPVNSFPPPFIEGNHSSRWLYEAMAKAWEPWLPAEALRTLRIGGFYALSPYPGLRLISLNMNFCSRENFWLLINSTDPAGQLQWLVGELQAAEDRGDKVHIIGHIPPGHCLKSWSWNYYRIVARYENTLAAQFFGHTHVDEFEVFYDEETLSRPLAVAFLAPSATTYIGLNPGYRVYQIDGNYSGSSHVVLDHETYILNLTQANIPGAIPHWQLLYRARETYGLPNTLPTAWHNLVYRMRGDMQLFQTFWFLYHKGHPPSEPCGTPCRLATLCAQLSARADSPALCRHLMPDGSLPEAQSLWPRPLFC
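HMU-PC0 cleavage (9 uM final) by human placental ASM, 60 min at 37 °C following 10 min compound exposure at RT; stopped at pH 10, fluorescence Ex 386/Em 447 nm.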
BRCA1 expr act = BRCA1 expression activation; Potency, µM (doses to about 46.1 µM), for inactives: top-dose activation, hits mostly activators; MCF7-BRCA1-FFLuc reporter, luminescence, 48 h; response scale: scaled: vehicle 0%, 10 µM genistein 100%; 1.1% of 380,000 active; AID 624202; note: potency is the fitted concentration of half-maximal effect; nearly all actives have a fitted effect of over 80% in size; some results filed as inactive show a strong effect at the top dose
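Cells: MCF7-BRCA1-FFLuc, 2000/well. Exposure: 48 h, 37 °C, 5% CO2. Read: luminescence, 15 min post-substrate. Controls: genistein 10 microM (maximal activation), DMSO (neutral).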
TRPV1 agonist = agonists of human vanilloid receptor 1 (TRPV1); Q8NER1; TRPV1-expressing cells, Fluo-8 calcium influx, agonist mode; activation, % at 8.33 µM; 0.19% of 320,000 active; in the data active = activation above about 80%; inconclusive = between about 30% and that limit; note: 0% is about no effect
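TRPV1-expressing cells were cultured overnight at 35.5C and loaded with Fluo-8 calcium dye for 40 to 90 min at room temperature. After a 10 s baseline, compound was added and calcium influx was read kinetically for 3 min (ex 480/em 520 nm).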
a7 integrin act = activators of alpha7 integrin expression for muscular dystrophy. alpha7betagal myoblasts, beta-gal FDG fluorescence, 48 h. Potency, µM (highest dose often 38.3 µM), for inactives: at the top dose activation, usual class: activators. 0.064% of 350,000 active. AID 624291;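 note: potency is the fitted concentration of half-maximal effect; 100% = response of the positive control SU9516; nearly all actives have a fitted effect of over 60% in size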
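Alpha7betagal+/- myoblasts (passage 13) were plated 16-24 hr, then exposed to compounds (1:260 dilution of DMSO stock) for 48 hours at 37C. After MPER lysis, β-galactosidase reporter activity was read as FDG fluorescence (ex 480/em 540) after 30 minutes.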
p53 reactivation = restores transcriptional activity of mutant p53. H1299 p53-A138V BP100-luciferase reporter, luminescence, 24 h. Potency, µM (highest dose often 92.2 µM), for inactives: at the top dose activity change, positive = activation, actives largely listed as activators. 0.063% of 320,000 active. AID 504706; note: potency is the fitted concentration of half-maximal effect; % of control where 0% means no effect; nearly all actives have a fitted effect of over 45% in size
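H1299 (p53-null), stable ts p53-A138V + BP100-Luc; 1000 cells/well, Opti-MEM/10% FBS; cpd 4 pt, 1:5; 24 h, 37 deg C, 5% CO2; detection reagent 10 min RT; luminescence.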
B2AR arrestin = agonists driving beta-arrestin recruitment to human beta2-adrenergic receptor | beta-arrestin recruitment to beta2AR, cell-based reporter | Potency, µM (doses to about 46.1 µM), for the others: at the highest dose activation, most hits filed as activators | 0.02% of 330,000 active | AID 492947;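 note: potency is the fitted concentration of half-maximal effect; 0% = DMSO controls and full agonism = EC100 isoproterenol or metaproterenol; nearly all actives have a fitted effect of over 65% in size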
Eya2 phos inh = inhibitors of human Eya2 phosphatase activity; recombinant Eya2, OMFP fluorescence dephosphorylation (OMFP is methylfluorescein phosphate); Potency, µM (doses to about 76.9 µM), inactives show top-dose activity, negative = inhibition, usual class: inhibitors; 0.006% of 330,000 active; O00167; AID 488837; note: potency is the fitted concentration of half-maximal effect; % is set by controls: 0 for no effect and ±100 for the full control effect
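Eya2 (0.2 uM) preincubated 10 min at ambient with compound, then OMFP substrate added at 50 uM; 10 min reaction in 50 mM HEPES pH 7.5, 50 mM NaCl, 5 uM MgCl2, 0.05% BSA, 1 mM DTT. Fluorescence read at Ex 485/Em 525 nm.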
* hit, by the source's call; ? = inconclusive; · = no result given; [ ] = dose if it differs, or a comment. Unless noted, calls come from the whole dose curve; as a rule, active = well fitted curve in the direction sought with a large enough effect; inconclusive = small, poorly fitted or top-dose-only effect, or another doubt; inactive = no such curve, though single readings can be large; an effect the other way counts as inactive or inconclusive.

SMILES	USP2a block	TSG101-PTAP inh	uPA generation	ELG1 genotox	ASM inhibitor	BRCA1 expr act	TRPV1 agonist	a7 integrin act	p53 reactivation	B2AR arrestin	Eya2 phos inh
Oc1ccc(-c2csc(Nc3ccccn3)n2)c(O)c1	0%	-13%	?	9.2µM*	-6%	53%	-3	-18%	·	0.6%	-19%
O=C(CC(C(=O)NCc1ccccc1)c1nc2ccccc2c(=O)[nH]1)NCc1ccccc1 (stereo not drawn)	1%	-2%	11%	0%	1%	-47%	5	5%	6%	-0.3%	-14%
Cc1cc(C)c(S(=O)(=O)Nc2ccc(Cl)cn2)c(C)c1	0%	-2%	0%	-3%	-3%	-20%	2	25%	·	0.1%	0%
CN(C(=O)CSc1ccc2c(c1)OCCO2)c1ccccc1	-2%	-2%	-17%	?	5%	10µM*	·	-9%	24%	0.4%	-19%
CC(=O)NC(Cc1ccccc1)C(=O)NC1CCN(C(=O)c2ccc([N+](=O)[O-])cc2)CC1 (stereo not drawn)	1%	-1%	1%	-3%	-1%	17%	2	-14%	2%	-0.8%	1%
COc1cccc(N(CC(=O)Nc2ccc3c(c2)OCO3)S(=O)(=O)c2ccccc2)c1	2%	-6%	3%	-3%	-1%	-31%	15	-5%	1%	-0.2%	12%
COc1ccccc1OCC(O)CN1CCOCC1 (stereo not drawn)	3%	0%	0%	1%	0%	-7%	0	29%	·	-0.4%	3%
Cc1nn(C)c(C)c1S(=O)(=O)N1CCCC(C(=O)NCC2COc3ccccc3O2)C1 (stereo not drawn)	1%	-5%	3%	-2%	-5%	5%	-5	-9%	-9%	-0.7%	8%
COc1ccc(C2Nc3ccccc3NC3=C2C(=O)CC(C)(C)C3)cc1O (stereo not drawn)	1%	-20%	-6%	-4%	-4%	-16%	-3	6%	18%	-0.2%	-9%
CCOCCCNS(=O)(=O)c1ccc(NC(=O)c2ccc([N+](=O)[O-])cc2Cl)cc1	2%	-3%	3%	0%	0%	0%	-3	-2%	-10%	-0.2%	-6%
CCOC(=O)c1c(C)[nH]c(C(=O)CN(C)CC(=O)Nc2ccccc2C(F)(F)F)c1C	4%	0%	4%	0%	-9%	0%	9	-16%	-6%	-0.8%	-19%
Cc1c(OC(C)C(=O)NCCCN2CCOCC2)ccc2c3c(c(=O)oc12)CCCC3 (stereo not drawn)	0%	0%	3%	0%[9.26 µM]	11%	2%	-4	4%	-3%	-0.2%	-23%
O=C(O)c1ccc2[nH]c3c(c2c1)CSCC3	-7%	0%	8%	0%	0%	-4%	3	8%	2%	-0.3%	-19%
CCOC(=O)N1CCN(C(=O)C(NC(=O)c2ccc(CC)cc2)C(C)C)CC1 (stereo not drawn)	-2%	-2%	1%	17%	-1%	-6%	3	3%	-7%	0.1%	4%
O=C(NCc1ccccc1)N(Cc1cc2cc3c(cc2[nH]c1=O)OCCO3)CC1CCCO1 (stereo not drawn)	1%	-2%	1%	10%	19%	-9%	1	12%	6%	0.2%	26%[15.4 µM]
CCCC(=O)Nc1nc2ccc(S(=O)(=O)N3CCCCC3)cc2s1	0%	0%	?	3%	-3%	-25%	6	-23%	6%	-0.4%	-4%
O=C(O)c1ccc(OCc2cn3ccccc3n2)cc1	2%	-2%	3%	9%	-2%	32%	0	?	9%	0.1%	2%
CN1CCN(C(=O)C2=C[C@@H](C(C)(C)C)C[C@@H](OCc3ccc(CO)cc3)O2)CC1	4%	·	?	6%	-6%	1%	3	5%	9%	0.3%	-17%
CCN(CC)S(=O)(=O)c1cccc(C(=O)NCc2ccccc2)c1	3%	-3%	5%	-1%	-1%	-4%	3	-14%	-1%	0.0%	3%
CN(C)CCNC(=O)c1scc2c1CCCC2	13%	-2%	1%	3%	7%	8%	0	26%	-5%	-0.1%	-4%
CN(Cc1ccccc1)c1ccc([N+](=O)[O-])cc1C(=O)O	-1%	-8%	-1%	0%	-3%	0%	1	-16%	3%	0.1%	15%
N=c1n(Cc2ccc(Cl)cc2)c2ccccc2n1CC(O)COc1ccccc1 (stereo not drawn)	-1%	-5%	-4%	-15%	-4%	-102%[inhibitor]	1	-72%[inhibitor]	-11%	-0.1%	-4%
O=C(CN1CCCCC1)N1c2ccccc2Oc2ccccc21	-2%	-1%	-1%	0%	2%	-7%	7	-5%	2%	-0.2%	14%
COc1ccc(C(=O)OCc2ccc(C)cc2)cc1S(=O)(=O)N1CCOCC1	1%	-6%	-45%	0%	-3%	6%	7	2%	-9%	-0.1%	8%
Cc1cc(C(=O)NC2CCCc3c2cnn3-c2ccccc2F)nc(C)n1 (stereo not drawn)	-5%	·	17%	-1%	4%	-6%	-3	24%	-8%	-0.1%	19%

Pulled by structure from the entries so far:
SMILES	USP2a block	TSG101-PTAP inh	uPA generation	ELG1 genotox	ASM inhibitor	BRCA1 expr act	TRPV1 agonist	a7 integrin act	p53 reactivation	B2AR arrestin	Eya2 phos inh
Oc1ccc(-c2csc(Nc3ccccn3)n2)c(O)c1	0%	-13%	?	9.2µM*	-6%	53%	-3	-18%	·	0.6%	-19%
CCOC(=O)c1c(C)[nH]c(C(=O)CN(C)CC(=O)Nc2ccccc2C(F)(F)F)c1C	4%	0%	4%	0%	-9%	0%	9	-16%	-6%	-0.8%	-19%

Next structures follow:
SMILES	USP2a block	TSG101-PTAP inh	uPA generation	ELG1 genotox	ASM inhibitor	BRCA1 expr act	TRPV1 agonist	a7 integrin act	p53 reactivation	B2AR arrestin	Eya2 phos inh
NS(=O)(=O)c1cccc(NC(=O)CSc2n[nH]c(-c3ccccc3Br)n2)c1	·	-9%	-21%	·	3%	-11%	·	4%	·	·	·
Cc1ccc(NC(=O)CSC(C)C(=O)NCCc2ccccn2)cc1 (stereo not drawn)	5%	-8%	-1%	-1%	6%	-7%	-1	18%	3%	-0.1%	13%
CCOc1ccc(N(CC(=O)N/N=C/c2ccccn2)S(=O)(=O)c2ccc(Cl)cc2)cc1	-2%	-7%	?	-9%	-1%	-42%	0	-20%	0%	0.2%	-3%
CCOP(=O)(c1ccc(N(C)C)cc1)C(O)c1c(Cl)cccc1Cl (stereo not drawn)	0%	-9%	5%	-6%	2%	-10%	3	-24%	6%	-0.4%	14%
CCOc1ccc(CN2CCC(C(=O)Nc3cccc(-c4ccn[nH]4)c3)CC2)cc1Cl	2%	-1%	-22%	-11%	-3%	5%	9	-63%[inhibitor]	8%	0.4%	2%
Cc1ccc2c(c1)-c1c(cnn1CC(=O)N1CCCN(Cc3ccccc3F)C1)CO2	2%	1%	-9%	-7%	1%	22%	14	-21%	2%	0.1%	1%
Cc1cc(C)cc(OCCNC(=O)c2ccc(Br)cc2)c1	-1%	-1%	2%	3%	50%	4%	?	8%	-3%	-0.5%	3%
Cc1nc2c(-c3ccccc3)c(C)nn2c(SCC(N)=O)c1Cc1ccccc1	0%	1%	12%	6%	0%	-39%	10	-22%	1%	0.4%	6%
COC(=O)c1cc(Cl)nc2ccccc12	-1%	-7%	-3%	0%	-2%	4%	-3	3%	0%	-1.0%	4%
CCOC(=O)Nc1cc(C(=O)OC)ccc1C	0%	0%	1%	10%	0%	6%	2	5%[7.66 µM]	-1%	-0.2%	17%
Nc1nnc(SCc2ccc([N+](=O)[O-])cc2)s1	0%	0%	-3%	-4%	-3%	18%	0	14%	1%	-0.2%	17%
COC(=O)c1ccc2c(c1)NC(=O)C(N1CCOCC1)S2 (stereo not drawn)	0%	-5%	·	2%	0%	-15%	0	20%	18%	0.7%	-5%

Ordered by SMILES length (ascending): part of the list above
SMILES	USP2a block	TSG101-PTAP inh	uPA generation	ELG1 genotox	ASM inhibitor	BRCA1 expr act	TRPV1 agonist	a7 integrin act	p53 reactivation	B2AR arrestin	Eya2 phos inh
COc1ccccc1OCC(O)CN1CCOCC1 (stereo not drawn)	3%	0%	0%	1%	0%	-7%	0	29%	·	-0.4%	3%
N=c1n(Cc2ccc(Cl)cc2)c2ccccc2n1CC(O)COc1ccccc1 (stereo not drawn)	-1%	-5%	-4%	-15%	-4%	-102%[inhibitor]	1	-72%[inhibitor]	-11%	-0.1%	-4%
Cc1ccc2c(c1)-c1c(cnn1CC(=O)N1CCCN(Cc3ccccc3F)C1)CO2	2%	1%	-9%	-7%	1%	22%	14	-21%	2%	0.1%	1%
CCOc1ccc(CN2CCC(C(=O)Nc3cccc(-c4ccn[nH]4)c3)CC2)cc1Cl	2%	-1%	-22%	-11%	-3%	5%	9	-63%[inhibitor]	8%	0.4%	2%
